RAM network inh: inhibitors of the yeast RAM network | S. cerevisiae dse1pr::URA3 reporter, 5-FOA growth OD615, 2 d; analog-sensitive cbk1-as2 kinase mutant strain | inhibition, % at 50 µM | 190,000 compounds, 1.8% hits;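 active = inhibition above a set limit, 3 SD over mean compound inhibition, cut at about 8.4% in these data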;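 also: 0% = DMSO-only wells with no growth and 100% = 10 µM 1-NA-PP1 full growth; inhibition rescues growth on 5-FOA so higher OD means more RAM inhibition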
TNAP inh noacc: TNAP (human) inhibition, acceptor-free conditions; purified TNAP, CDP-star luminescence, 30 min; inhibition, % at 20 µM; 200,000 compounds, 0.26% hits; AID 1012;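 active = tissue-nonspecific alkaline phosphatase inhibition above about 50% at 20 µM in the single-dose screen, limit read from the data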;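 also: 0% = DMSO negative control and 100% = EDTA positive control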
Target sequence (P05186 whole entry, looked up): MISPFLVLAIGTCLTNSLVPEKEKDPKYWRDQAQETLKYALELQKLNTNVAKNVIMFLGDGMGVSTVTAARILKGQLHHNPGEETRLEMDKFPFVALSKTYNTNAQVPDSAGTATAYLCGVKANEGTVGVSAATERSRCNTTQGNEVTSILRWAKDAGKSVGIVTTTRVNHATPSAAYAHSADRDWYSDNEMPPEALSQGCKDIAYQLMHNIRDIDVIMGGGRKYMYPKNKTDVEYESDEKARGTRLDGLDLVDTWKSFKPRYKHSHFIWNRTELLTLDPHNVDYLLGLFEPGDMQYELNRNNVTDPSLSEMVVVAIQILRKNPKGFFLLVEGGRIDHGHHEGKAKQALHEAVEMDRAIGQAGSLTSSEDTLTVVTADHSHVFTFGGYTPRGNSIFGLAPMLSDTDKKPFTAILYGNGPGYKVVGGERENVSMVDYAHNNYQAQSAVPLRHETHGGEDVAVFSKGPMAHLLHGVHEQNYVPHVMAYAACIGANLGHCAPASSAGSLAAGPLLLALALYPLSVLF
PMI act hi M6P: increases human PMI activity with near-saturating mannose 6-phosphate. 190,000 compounds, 0.34% hits. P34949. AID 1216. coupled PMI enzyme assay, resazurin fluorescence, 20 min; active compounds read high; 1 = untreated enzyme, 0 = substrate-free blank. activation factor at 20 µM;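 active = activation factor of 2 or more at 20 µM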
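Technique: Diaphorase-driven resazurin-to-resorufin fluorescence, excitation 544, emission 590 nm | Assay system: Human PMI in coupled enzyme assay | Times: Enzyme reaction with compound 20 min at room temperature | Medium: HEPES-buffered pH 7.4 with magnesium and detergent | Reagent: Mannose-6-phosphate 1.0 mM (near-saturating) plus 0.22 mM NADP+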
Hsp70 activator: Hsp70 transcriptional activation, primary screen; HeLa Hsp70 promoter luciferase reporter, luminescence; scaled: vehicle 0, proteasome-inhibitor control 100%; activation, % at 10 µM; 200,000 compounds, 0.04% hits;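 active = activation above the mean across all tested compounds plus 3 SD, cutoff set per campaign, cut at about 5.5% in these data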;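 also: 100% = MG132 at 30 µM as the positive control and 0% = DMSO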
HMGR II inh: inhibitors of class II HMG-CoA reductase from Enterococcus faecalis; purified E. faecalis HMGR, NADPH absorbance 340 nm kinetic; inhibition, % at 10 µM; 190,000 compounds, 0.41% hits;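 active = inhibition above a set limit, the median over all tested compounds plus 3 SD, cut at about 9.5% in these data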;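 also: enzyme runs in reverse so mevalonate oxidation gives rising NADPH absorbance; 0% = complete reaction with DMSO and 100% = background rate lacking mevalonate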
TNAP inh hi DEA: blocks human TNAP under high phosphate acceptor concentration; P05186; purified TNAP, CDP-star luminescence, 1 M DEA; inhibition, % at 20 µM; 200,000 compounds, 0.03% hits; AID 1135;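 active = over 50% inhibition of tissue-nonspecific alkaline phosphatase at 20 µM in the single-dose screen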;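 also: plate controls were DMSO wells for no effect and EDTA-quenched wells as full inhibition for full effect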
L major viab: inhibitors of Leishmania major promastigote growth | Leishmania major promastigotes, resazurin fluorescence viability | inhibition, % at 10 µM | 200,000 compounds, 9% hits | AID 1063; in the data active = inhibition above about 50%;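 also: promastigotes grown with compound for 44 hours at 28 °C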
PMI activator: phosphomannose isomerase (human) activation. 190,000 compounds, 0.005% hits. purified human PMI, coupled resazurin fluorescence, 20 min; active compounds read high; 1 = vehicle control, 0 substrate-free wells. activation factor at 20 µM;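 active = activation factor of 2 or more at 20 µM, relative to plate controls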
S1P3 antagonist: S1P3 (human) receptor antagonism; CHO S1P3 NFAT-BLA reporter, FRET fluorescence, antagonist mode; AID 485; 170,000 compounds, 0.27% hits; Q99500; inhibition, % at 4.98 µM;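 active = inhibition above the plate cutoff, the mean inhibition of test wells on that plate plus 3 SD, cut at about 28% in these data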;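 also: cells challenged with S1P at its EC80 of 0.8 µM; blue over green emission ratio from cleaved BLA substrate after 4 h stimulation; 0% = S1P-stimulated wells and 100% = unstimulated DMSO-only wells; some compounds past the cut are filed as inactive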
Target sequence (Q99500 whole entry, looked up): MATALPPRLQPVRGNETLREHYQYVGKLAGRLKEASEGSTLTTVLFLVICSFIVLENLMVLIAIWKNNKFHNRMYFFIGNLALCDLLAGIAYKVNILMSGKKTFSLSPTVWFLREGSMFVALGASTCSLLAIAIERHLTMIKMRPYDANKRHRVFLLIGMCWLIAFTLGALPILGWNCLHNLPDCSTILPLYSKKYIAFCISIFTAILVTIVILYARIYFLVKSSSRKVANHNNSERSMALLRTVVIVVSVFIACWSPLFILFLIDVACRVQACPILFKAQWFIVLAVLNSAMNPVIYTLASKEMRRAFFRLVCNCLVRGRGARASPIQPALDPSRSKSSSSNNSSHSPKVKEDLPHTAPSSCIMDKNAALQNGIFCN
Redox H2O2 prof: compounds producing H2O2 with reducing agent – biochemical, NIH compound library profiling, artefact control for MLSCN library redox annotation, primary screen; DTT-dependent redox cycling H2O2, phenol red/HRP absorbance; 100% = 100 µM peroxide control, 0% = buffer; activation, % at 10 µM; 200,000 compounds, 0.03% hits; AID 878;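 active = activation of at least 50% relative to the plate's high and low controls in the primary single-dose screen; inactive = activation below 50%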;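 also: compound incubated with DTT at 0.8 mM final as the reducing agent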
* hit, by the source's call; / = not tested or not shown. This is a random part of the collection. About 12% of those tested had a hit in this group.

SMILES | RAM network inh | TNAP inh noacc | PMI act hi M6P | Hsp70 activator | HMGR II inh | TNAP inh hi DEA | L major viab | PMI activator | S1P3 antagonist | Redox H2O2 prof
COc1cc(NC(=O)c2ccc(Br)o2)c(C(=O)O)cc1OC | 1.2 | -9.2 | 1 | -0.7 | -0.1 | -2.0 | -4.8 | 0.9 | -16.8 | 0.3
CCOC(=O)CC(Nc1nc(N2CCOCC2)nc(N2CCOCC2)n1)c1ccccc1Cl (stereo unspecified) | -0.3 | -3.3 | 1 | -0.2 | -0.4 | -2.5 | 19.7 | 1 | -24.9 | 0.1
O=C1c2ccccc2C(=O)N1CCCP(=O)(O)CCc1ccccc1 | 0.9 | -8.4 | 1.1 | -0.2 | -0.6 | -2.3 | -5.9 | 1 | -27.9 | 7.5
C#CCSc1nc(N)c2c(n1)OC(N)=C(C#N)C2c1cccnc1 (stereo unspecified) | 0.4 | -16.3 | 0.9 | -0.2 | 0.1 | -2.3 | 76.0* | 1 | 1.0 | 0.1
NNC(=S)NC1CCCCC1 | 0.0 | -10.9 | 1 | -0.2 | -5.4 | -4.5 | -8.6 | 1 | -9.9 | 0.1
C=CCSc1nnc2n(-c3ccccc3OC)c(=O)c3c4c(sc3n12)CCC4 | 1.6 | -3.5 | 0.9 | -0.1 | -1.9 | -5.0 | -0.7 | 0.9 | / | 0.3
CCOC(=O)C1C2C=CC3(CN(CCc4ccccc4)C(=O)C13)O2 (stereo unspecified) | 0.5 | -11.3 | 1 | 0.3 | -0.1 | -2.1 | -7.3 | 1 | 2.7 | 1.1
CCOC(=O)COc1ccc(S(=O)(=O)NCc2cccnc2)cc1 | 2.2 | -12.2 | 1 | -0.3 | -2.5 | -6.7 | -0.9 | 0.9 | -6.7 | 0.6
CCn1c(COc2ccc(=O)n(-c3ccccc3)n2)nnc1SCc1ccccc1 | 0.7 | 2.1 | 1 | -0.2 | -3.3 | -4.8 | -7.7 | 1 | / | 2.2
COc1ccc(C)cc1NC(=O)CCS(=O)(=O)c1ccc2c(c1)CCN2C(C)=O | 2.2 | -0.2 | 1 | 0.0 | -2.5 | 0.4 | 0.0 | 1.1 | -2.1 | 0.0
Cc1ccc(-c2nn(Cc3ccccc3)cc2/C=C/C(=O)O)cc1 | 2.3 | -9.6 | 1.1 | -0.1 | 2.6 | -1.2 | -4.5 | 1 | / | 0.3
Cc1ccc(S(=O)(=O)N2CCOCC2)cc1C(=O)Nc1ccc2c(c1)CCC2 | 1.9 | -10.5 | 1.1 | -0.3 | -5.7 | 5.5 | 52.3* | 1.1 | -7.1 | -0.6
COc1cc2ccccc2cc1C(=O)NC(=S)Nc1cc(C(=O)O)ccc1C | 5.9 | -2.5 | 1 | -0.3 | -2.2 | 2.1 | -7.9 | 1 | -21.8 | -0.8
COCCNc1c2c(nc3c(-c4ccccc4)c(C)nn13)CCCC2 | 0.1 | -8.2 | 1 | -0.3 | 0.1 | -4.4 | 46.3 | 1 | / | 3.7
CCn1c(SCC(=O)N2CCOCC2)nc2sc3c(c2c1=O)CCCC3 | 4.2 | -4.3 | 1.2 | -0.1 | -0.2 | 0.0 | 14.8 | 1.1 | / | -1.3
C=CCNC(=O)c1snnc1-c1ccccc1 | 2.2 | -6.3 | 0.9 | 0.2 | 0.0 | -6.9 | -7.6 | 0.9 | / | 0.9
COc1ccc(C(=O)CSc2nnc(-c3ccc(C)cc3)o2)cc1 | 1.3 | -11.5 | 0.9 | -0.1 | 1.5 | 3.3 | -5.9 | 0.9 | -47.7 | 0.4
COc1ccc(OCC(=O)NCCCN2CCOCC2)cc1 | -1.0 | -4.5 | 0.9 | -0.1 | -3.3 | -1.6 | 15.8 | 0.9 | / | 1.7
O=C1NC2(CCc3ccccc32)C(=O)N1CCOc1ccc(Cl)cc1 (stereo unspecified) | 0.6 | -8.4 | 1 | -0.4 | 0.4 | -3.3 | 8.2 | 0.9 | / | 0.2
Cc1csc2ncc(C(=O)N3c4ccccc4CC3C)c(=O)n12 (stereo unspecified) | 0.7 | 5.4 | 0.9 | -0.2 | -9.7 | -1.9 | -8.6 | 0.8 | / | -0.3
CCCC(=O)NNc1c2ccccc2nc2ccccc12 | 2.2 | -3.4 | 1 | -0.2 | 1.9 | 4.4 | 29.1 | 0.9 | -12.3 | 0.6
O=C(Nc1ccc2c(c1)oc1ccccc12)C1CC1 | 1.2 | -5.4 | 1 | 0.1 | -0.7 | -3.0 | -5.9 | 0.9 | 48.6 | 2.7
Nc1c(Cl)ncnc1N/N=C/c1ccc2ccccc2n1 | 0.2 | -22.4 | 1.7 | 0.0 | -7.4 | 54.2* | 99.6* | 1.5 | 24.1 | 0.0
CN(/N=C/c1ccc(Br)o1)C1=NS(=O)(=O)c2ccccc21 | 6.3 | 12.3 | 1 | -0.1 | -5.6 | 3.4 | -8.7 | 1.1 | 6.8 | 0.5
COc1cc2cc(C)c3nnc(SCC(=O)Nc4cc(C)on4)n3c2cc1OC | 2.6 | -7.1 | 1.2 | -0.1 | -5.6 | -2.4 | 15.9 | 1.2 | -12.0 | -0.7
CC1(C)SC(=S)N(NC(=O)Nc2ccccc2)C1N(O)C(=O)Nc1ccccc1 (stereo unspecified) | 1.6 | -3.3 | 1 | 0.0 | -3.5 | -3.6 | 18.8 | 0.9 | / | -5.3
CCN(CC)S(=O)(=O)c1ccc(NC(=O)C(OC)c2ccccc2)cc1 (stereo unspecified) | 0.5 | -11.5 | 0.9 | 0.2 | -2.0 | -2.9 | 0.3 | 0.9 | 31.3 | -0.3
N#Cc1ccc(COC(=O)c2ccc3c(=O)[nH]c(CN4CCOCC4)nc3c2)cc1 | 0.0 | 1.1 | 1 | -0.1 | 0.0 | -4.8 | 0.2 | 1 | 12.6 | -2.2
CC1CCc2nc(NC(=O)C3CC3)sc2C1 (stereo unspecified) | 0.4 | -1.2 | 1.1 | 0.2 | -8.0 | 3.2 | 22.1 | 1 | / | 0.3
O=C(NC1CCCCC1)C(c1ccncc1)N(CC1CCCO1)C(=O)C(F)(F)F (stereo unspecified) | -0.8 | 8.2 | 1.7 | 0.2 | -4.0 | -4.5 | -0.1 | 1.5 | -0.1 | 0.9
O=C(C1CCC(CNc2c(N3CCOCC3)c(=O)c2=O)CC1)N1CCN(c2ccccc2)CC1 (stereo unspecified) | 0.3 | -10.5 | 1 | -0.1 | 0.7 | 1.7 | 16.3 | 1 | -32.2 | -2.5
CC1C(=NO)C(C)C(c2ccccc2)NC1c1ccccc1 (stereo unspecified) | 0.8 | -3.3 | 0.9 | -0.6 | -2.5 | -2.7 | 1.9 | 0.9 | / | 0.1
COc1ccc(NC(=O)N2CCN(c3nc(-c4cccc(OC)c4)cs3)CC2)cc1 | 4.2 | -34.8 | 0.8 | -0.4 | -0.7 | -6.4 | 79.3* | 0.8 | 34.3 | 3.5
Cc1cc(Nc2nc3ccccc3[nH]c2=O)n(-c2ccccc2)n1 | 0.8 | -10.0 | 1 | -0.3 | -1.8 | -5.7 | 11.2 | 1 | -16.4 | -0.6
S=C(NCCc1ccccc1)Nc1ccccc1Cl | 1.9 | -2.0 | 1 | -0.1 | 2.7 | -0.8 | 67.7* | 1 | -15.6 | -0.6
COc1cccc(-c2nc(SCC(=O)Nc3nc(-c4ccccc4)c(C)s3)[nH]c(=O)c2C#N)c1 | 5.5 | -0.4 | 1 | -0.2 | -0.4 | 2.1 | -6.6 | 0.9 | -12.2 | 0.0
COc1ccc(/C=C(/NC(=O)c2ccccc2)c2nc3ccccc3[nH]2)cc1OC | -1.3 | -6.1 | 0.9 | -0.3 | -4.8 | -2.6 | 1.4 | 0.9 | / | 1.1
COc1ccc2c(c1)-c1nc(N)sc1CC2 | 1.1 | -1.9 | 0.2 | -0.1 | 1.8 | 0.3 | -3.2 | 0.3 | -0.6 | -0.1
CCOC(=O)C1CCN(c2cc(=O)n(-c3ccccc3Cl)c(=O)[nH]2)CC1 | 2.2 | -12.1 | 1 | 0.0 | -1.5 | -2.1 | -7.6 | 1 | -23.2 | 1.3
CC(C)c1ccc(COc2ccc(C(=O)N3CCOCC3)cc2)cc1 | -1.2 | -5.5 | 0.9 | -0.4 | -1.2 | -4.6 | 0.2 | 0.9 | -23.4 | -0.8
COc1ccccc1N(C)S(=O)(=O)c1ccc(C(=O)OCC(=O)NCc2ccco2)cc1 | 1.2 | -9.4 | 0.9 | -0.2 | -1.9 | -4.5 | 22.9 | 0.9 | -14.9 | 1.6
COc1ccc(OCC(=O)NNC(=O)C(=O)Nc2ccc(C)cc2)cc1 | 3.8 | -193.8 | 0.9 | 0.0 | 1.8 | -7.4 | 1.1 | 1 | -5.2 | 0.1
O=C(NCc1ccccc1)c1c[nH]c2ccc(S(=O)(=O)Nc3ccc4c(c3)OCCO4)cc2c1=O | 2.9 | -2.9 | 0.9 | -0.2 | 0.0 | -5.6 | -12.1 | 0.9 | -17.3 | -0.3
CCOC(=O)c1c(NC(N)=O)sc(C)c1C | -1.1 | -1.6 | 1 | -0.4 | -0.5 | 8.2 | 1.7 | 0.9 | 1.0 | 3.0
C/C(CCc1ccc2c(c1)OCO2)=N\NC(=O)c1ccccc1Cl | 0.0 | -2.1 | 1.1 | -0.2 | -2.2 | -0.1 | -8.6 | 1 | 15.8 | 0.8
CCN(CC)S(=O)(=O)c1ccc2c(c1)nc(CCC(=O)Nc1ccc3c(c1)OCO3)n2CC | 3.5 | -12.3 | 0.8 | 0.0 | -4.3 | 0.4 | 16.9 | 0.9 | 7.2 | -0.7
COc1cccc2c1OC[C@@H](CO)[C@H]2N(C)C(=O)Nc1ccccc1 | 2.0 | -11.4 | 1.1 | 0.0 | -1.3 | -4.3 | -8.0 | 1 | / | 1.6
CCCc1nc(SCC(=O)c2ccc(OC)cc2)c2c(=O)n(C)c(=O)n(C)c2n1 | / | -11.6 | 1 | / | / | -3.6 | / | 1 | -12.8 | /
O=C(C1CCCC1)N1CCC(CO)(Cc2ccccc2Cl)CC1 | 0.9 | -9.7 | 1 | -0.2 | -4.8 | -7.4 | 3.2 | 1 | -8.4 | -0.9
Cc1ccc(NC(=S)c2ccc(N(C)C)cc2)cc1 | 3.0 | -10.0 | 1 | 0.0 | -1.8 | 1.6 | -6.2 | 1.1 | -4.3 | 0.0
O=C1C=C(c2cccs2)C[C@H](c2ccccc2)[C@H]1n1nnc([N+](=O)[O-])n1 | 2.5 | -8.3 | 0.6 | 0.1 | -4.1 | 0.0 | 29.9 | 0.8 | 1.0 | -0.1
Cc1c(Cl)cccc1NC(=O)CC1SC(=NCC2CCCO2)NC1=O (stereo unspecified) | 1.8 | -60.3 | 1 | -0.5 | -0.3 | -3.4 | -4.4 | 1 | -0.3 | 0.3
Cc1ccc(Nc2c(F)c(F)c(F)c(F)c2C(=O)O)cc1 | -0.4 | -15.0 | 1.2 | -0.4 | -5.3 | -2.9 | -4.5 | 1.2 | -2.7 | 1.0
